OX1R antag-1 = OX1R (HCRTR1) antagonists, primary screen, fluorescence, CHO/OX1R cells, Fluo-8 calcium, orexin A; Orexin/Hypocretin receptor type 1 (Homo sapiens), O43613; Fluo-8 calcium fluorescence; inhibition, % at 5 µM; actives 0.43% (n = 330,000); AID 434989, 2010;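 active = inhibition above its plate's threshold, mean inhibition of all tested compounds on the plate plus 3 SD, cut at about 37% in these data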;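 also: 0% = orexin A challenge wells and 100% = SB-334867-A antagonist wells; not every result past the cut was called active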
Target sequence (O43613 whole entry, looked up): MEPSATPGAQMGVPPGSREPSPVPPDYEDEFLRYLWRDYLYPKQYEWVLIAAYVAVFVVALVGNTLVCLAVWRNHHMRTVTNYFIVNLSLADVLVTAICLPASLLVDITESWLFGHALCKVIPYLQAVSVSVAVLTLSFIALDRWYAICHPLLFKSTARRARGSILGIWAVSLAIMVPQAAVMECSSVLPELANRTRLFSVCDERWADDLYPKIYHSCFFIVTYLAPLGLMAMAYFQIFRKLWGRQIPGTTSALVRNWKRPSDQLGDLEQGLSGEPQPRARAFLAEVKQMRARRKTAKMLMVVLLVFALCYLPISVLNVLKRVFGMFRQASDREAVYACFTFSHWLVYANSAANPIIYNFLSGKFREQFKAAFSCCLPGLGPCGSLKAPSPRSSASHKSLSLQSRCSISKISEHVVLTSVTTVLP
OX1R antag-2 = antagonists of human orexin 1 receptor (OX1R) | AID 485270, 2010 | actives 1.8% (n = 330,000) | inhibition, % at 6.6 µM | Orexin/Hypocretin receptor type 1 (Homo sapiens), O43613 | OX1R-expressing cells, FRET antagonist read-out; in the data active = inhibition mostly above about 38%, no sharp cut-off; inactive = mostly below about 40%;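 also: 0% = agonist challenge alone and 100% = reference antagonist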
Numbers without * were called inactive; & = joins results of further samples. This is a subset (hit frequency here may not be typical).

SMILES	OX1R antag-1	OX1R antag-2
COc1ccc(OC)c(N2C(=O)NC(=O)/C(=C\c3ccc([N+](=O)[O-])s3)C2=O)c1	-8	19
CN1CCN(c2ccc(S(C)(=O)=O)cc2[N+](=O)[O-])CC1	-11	26
CN(C(=O)COC(=O)c1cn(C)c2ccccc12)C1CCCCC1	22	38*
CC(=O)Nc1cccc([As](=O)(c2cccc(NC(C)=O)c2)c2cccc(NC(C)=O)c2)c1	-5	16
C[N+]1(C)CCOC(O)(c2ccc(-c3ccc(C4(O)C[N+](C)(C)CCO4)cc3)cc2)C1 (stereo not given)	0	14
CCCCn1c(O)c(C(CC)=Nc2ccc(OC)cc2OC)c(=O)[nH]c1=O	-22	11
Clc1ccc2sc(C3CCNCC3)nc2c1	-20	7
COc1cc2[nH]c(C(=O)N3CCC4(CC3)OCCO4)cc2c(OC)c1OC	-1	7
Cc1cc(-c2ccccc2)cc(-c2ccccc2)[n+]1CCc1ccccc1	-16	19
Brc1cc2c(cc1CN1CCN(c3ccccc3)CC1)OCCO2	-11	7
Cc1ccc(CNCCc2ccccc2F)cc1	-33	10
C=CCN1C(=O)C2(C(C(=O)OCC)=C(N)Oc3ccccc32)C2=C1CCCC2=O (stereo not given)	-12	12
O=S(=O)(NC1CCCCCCC1)OCC(Cl)(Cl)Cl	-24	9
Cn1c(O)c(C=NC2CC(C)(C)NC(C)(C)C2)c(=O)n(C)c1=O	-4	19
Cc1ccc(-n2c(-c3cccs3)nc3ccccc3c2=O)cc1	-38	34
C=CCn1c(O)c(C=NC2CCN(Cc3ccccc3)CC2)c(=O)[nH]c1=O	-14	12
COc1ccc(-n2c(/C=C3/C(=O)Nc4ccccc43)nc3ccccc3c2=O)cc1	-8	19
COc1cccc(C2CCN(CC(=O)Nc3cc(Cl)ccc3OC)CC2O)c1 (stereo not given)	-21	8
CCCNC(=O)N1[C@H]2CC[C@@H]1C(C(=O)OC)=C(c1cccc(C#N)c1)C2	-9	-4
C=C1N2CCC(CC2)C1(O)c1ccc(C)cc1 (stereo not given)	-1	6
COC1=CC=C2[C@H]3Cc4ccc(OC)c5c4[C@@]2(CCN3C)[C@H]1O5	-13	9
CCN1C(=O)NC(=O)/C(=C\c2cn(CC(=O)N3CCCC3)c3ccccc23)C1=O	-3	31
Cc1ccc(C(=O)COC(=O)Cc2ccccc2)cc1	0	6
Cc1c2ccncc2c(C)c2c1[nH]c1ccccc12	-9	22
O=C(CN1CC=C(c2ccccc2)CC1)NC(=O)NCc1ccccc1	-13	19
Cc1cnc(-n2c(=S)[nH]c3ccccc3c2=O)s1	-8	-4
Cc1cc(Cl)ccc1OC(C)C(=O)O (stereo not given)	-11	8
CCC1(CC)C(=O)NC(=Nc2cccc(C(F)(F)F)c2)NC1=O	-2	-1
COCCNC(=O)c1c(N)n(CCC(C)C)c2nc3ccccc3nc12	-14	13
Cc1nc2ccccc2c(=O)n1-c1ccc(Br)cc1[N+](=O)[O-]	-37	20
Cc1ccc(C(=O)N[C@@H](C)CN2C3=NC[C@H](Cc4ccccc4)N3C[C@H]2Cc2ccc(O)cc2)cc1Br	47*	16
COc1ccc(C(CC(=O)N2CCC3(CC2)OCCO3)NS(=O)(=O)c2ccc(OC)cc2)cc1 (stereo not given)	-18	16
CC(C)(C)NC(=O)Cn1cc(C(=O)c2ccccc2F)c2ccccc21	-16	14
C#CCN[C@H](C)Cc1ccccc1	-10	7
CCn1c(=O)cc(OCC(=O)N2CCC3(CC2)OCCO3)c2ccccc21	-3	9
C=CCn1c(O)c(C(CC)=Nc2ccc(N(CC)CC)cc2)c(=O)[nH]c1=O	-4	18

An excerpt of these results, with bars between the fields.
canonical_smiles | OX1R antag-1 | OX1R antag-2
Cc1ccc(C(=O)N[C@@H](C)CN2C3=NC[C@H](Cc4ccccc4)N3C[C@H]2Cc2ccc(O)cc2)cc1Br | 47* | 16
CCn1c(=O)cc(OCC(=O)N2CCC3(CC2)OCCO3)c2ccccc21 | -3 | 9
C=CCn1c(O)c(C(CC)=Nc2ccc(N(CC)CC)cc2)c(=O)[nH]c1=O | -4 | 18
Cc1cnc(-n2c(=S)[nH]c3ccccc3c2=O)s1 | -8 | -4
Cc1nc2ccccc2c(=O)n1-c1ccc(Br)cc1[N+](=O)[O-] | -37 | 20

Part of the list above, field by field:
Cc1ccc(C(=O)COC(=O)Cc2ccccc2)cc1
  OX1R antag-1 = 0	OX1R antag-2 = 6

Cc1c2ccncc2c(C)c2c1[nH]c1ccccc12
  OX1R antag-1 = -9	OX1R antag-2 = 22

O=C(CN1CC=C(c2ccccc2)CC1)NC(=O)NCc1ccccc1
  OX1R antag-1 = -13	OX1R antag-2 = 19

Cc1cnc(-n2c(=S)[nH]c3ccccc3c2=O)s1
  OX1R antag-1 = -8	OX1R antag-2 = -4

The list continues:
SMILES	OX1R antag-1	OX1R antag-2
CCOP(=O)(Cc1cc(C(C)=O)c(C)o1)OCC	0	22
CCCCCCn1c(=O)c(C(=O)Nc2c(C)n(C)n(-c3ccccc3)c2=O)c(O)c2ccccc21	-21	7
CC(=NCc1cccnc1)c1c(O)n(C2CCCCC2)c(=O)[nH]c1=O	-13	10
Cc1cccc(N2C(=O)NC(=O)/C(=C\c3cnn(-c4ccccc4)c3)C2=O)c1	-9	12
COc1ccc(OC)c(-n2c(O)c(/C=C3\C(C)=Nc4ccccc43)c(=O)[nH]c2=O)c1	-12	8
COc1cccc([C@@]2(O)CCCC[C@@H]2CN(C)C)c1	-2&4	5&6
O=C(OCC(=O)c1ccc([N+](=O)[O-])cc1)/C(=C/c1ccc(Cl)cc1)NC(=O)c1ccccc1	-18	23
COC(=O)C1=C(c2ccc(-c3ccccc3)c(F)c2)C[C@@H]2CC[C@H]1N2C(=O)NCCNC(C)=O	-8	2
Cc1[nH]c2ccccc2c1CCN	-16	17
CC1=C2[C@H]3OC(=O)[C@@H](C)[C@@H]3CC[C@@]2(C)C=CC1=O	-15	11
N#CC1=C(N)Oc2c(c(=O)oc3ccccc23)C1c1cccnc1 (stereo not given)	-14	12
O=C(N/N=C1/CN2CCC1CC2)c1cc2ccccc2cc1O	-14	1
O=C1NC(=O)C(=C/C=C/c2coc3ccc(Br)cc3c2=O)C(=O)N1	-10	3
O=C1NC(=O)C(CCc2ccncc2)(CCc2ccncc2)C(=O)N1CCc1ccc(F)cc1	-25	-2
Cc1ccc(C)c(Cn2c(C(=O)O)c(C=O)c3ccccc32)c1	-14	6
COc1cc(/C=C/[N+](=O)[O-])ccc1O	-19	42
CCOC(=O)c1ccc(NC(=O)N2C[C@@H]3C[C@@H](C2)c2cccc(=O)n2C3)cc1	-3	13
COc1nc(NCC2CCCO2)nc(N2CC3CC(C2)c2cccc(=O)n2C3)n1 (stereo not given)	10	3
CN(C)C(=O)Oc1ccc(Br)c2ccccc12	-13	26
O=c1ccc2cc3ccoc3c(O)c2o1	1	13
CCCCCn1c(=O)c(C(=O)NCc2ccc(Cl)cc2)c(O)c2ccccc21	-11	5
Cc1ccc(S(=O)(=O)N[C@@H](CCCCN)C(=O)CCl)cc1	0	10
c1ccc(CNc2c3c(nc4ccccc24)CCC3)cc1	-27	6
CN1C2CCC1CC(OC(=O)c1ccc(Cl)cc1)C2 (stereo not given)	-10	14
O=C(NCC(c1cccnc1)N1CCN(c2ccccc2)CC1)Oc1ccccc1 (stereo not given)	-41	17
Cc1ccc(CN2CCCN(Cc3ccccc3C)S2(=O)=O)cc1	-25	4
O=C(CNC(=O)c1ccc(Br)cc1)Nc1ccc(Br)cc1C(=O)c1ccccc1	-25	14
CC1(C)CSC(=NCc2ccccc2)N1	29	8
CC(=NCCN1CCOCC1)c1c(O)n(-c2ccccc2C)c(=O)[nH]c1=O	0	23
CCN(CC)c1ccc(/C=C2/C(=O)NC(=O)N(Cc3ccco3)C2=O)cc1	-4	11
Cn1nc(-c2ccc(OCC(=O)N3CCN(Cc4ccccc4)CC3)cc2)c2ccccc2c1=O	9&-7	23&27
CNC(=S)N(C)CCc1cc2c(c(OC)c1C=C1C(=O)NC(=O)NC1=O)OCO2	-5	16
COc1cccc(C(=O)C2CCCN(C3CCOCC3)C2)c1 (stereo not given)	-7	6
Oc1ccccc1/C=N/NP(=S)(c1ccccc1)c1ccccc1	-3	11
CCC(=O)N1CCN(CCN=Cc2c(O)n(C)c(=O)n(C)c2=O)CC1	-12	6
CCCCn1c(O)c(C(CC)=NCc2ccc3c(c2)OCO3)c(=O)[nH]c1=O	-12	4
CCc1ccc(CN2CCN(Cc3ccc(SC)cc3)CC2)cc1	-37	32
COC(=O)C1=C(c2cc3ccccc3s2)C[C@@H]2CC[C@H]1N2C(=O)NCCCOC(C)C	-24	4
O=C(O)CSC(=S)N1CC2CC(C1)c1cccc(=O)n1C2 (stereo not given)	-12	14
NC(=O)OCCSc1nnc(-c2cccc(C(N)=S)c2)o1	13	14
CCCCOP(=O)(OCCCC)/C(C#N)=C(/C)O	-6	44
CCOC(=O)c1c(-n2c(C)cc(C=C3C(=O)NC(=S)NC3=O)c2C)sc2c1CCCC2	-13	12
CC(C)(C)c1ccc(C(=O)C2CCCN(Cc3ccon3)C2)cc1 (stereo not given)	-20	16
COc1ccc(OP(=O)(Nc2ccccc2)Nc2ccccc2)cc1	5	14
CC(=NCc1cccnc1)c1c(O)n(-c2ccccc2)c(=O)[nH]c1=O	2	1
Cc1ccccc1[N+](=O)[O-]	-23	2
O=C1c2ccccc2C(=O)N1Cc1nc2ccccc2c(=O)n1-c1ccc(Br)cn1	-17	-8
COc1cccc(CNCCc2ccc3c(c2)OCO3)c1OC	-28	-1
CC(=Nc1ccc(F)cc1)c1c(O)n(C)c(=O)[nH]c1=O	14	7
Cc1ccccc1N1CCN(C2CCCN(C(=O)Cc3c(C)noc3C)C2)CC1 (stereo not given)	-14	10
CC(NCc1cccc(Cl)c1Cl)C(O)c1ccccc1 (stereo not given)	-7	9
O=C(NC1CCCCC1)Oc1cc2oc(=O)sc2cc1Cl	-9	6
CN1C(=O)CN=C(c2ccccc2Cl)c2cc(Br)ccc21	-18	9
O=C1NC(=O)N(c2ccccc2)C(=O)/C1=C\c1ccc2c3c(cccc13)CC2	4	12
COC(=O)C1=C(c2cc3ccccc3s2)C[C@@H]2CC[C@H]1N2C(=O)NCc1ccccc1	-38	6
Oc1ccc(-[n+]2c(-c3ccccc3)cc(-c3ccccc3)cc2-c2ccccc2)cc1	37	20
Nc1cc(N2CCNCC2)c([N+](=O)[O-])cc1Cl	-6	28
O=C(c1cccn2c(=O)c3ccc(Cl)cc3nc12)N1CCC2(CC1)OCCO2	-5	17
COc1ccc(O)c2c(=O)c3c(OC)cc4c(c3oc12)C1C=COC1O4 (stereo not given)	-5	7
CCC/C=N/O	-16	7
New compounds follow:
SMILES	OX1R antag-1	OX1R antag-2
Cc1ccc2c(c1)C1CN(C)CCC1N2C(=O)c1ccco1 (stereo not given)	-15	20
CCOC(=O)c1c(/N=C/c2c(O)n(-c3ccc(F)cc3)c(=S)[nH]c2=O)sc2c1CCCC2	-3	9
C=CCn1c(O)c(C(CC)=NCc2ccco2)c(=O)[nH]c1=O	-3	31
CCOC(=O)C1(c2ccccc2)CCN(CCC(=O)Nc2ccc(F)cc2)CC1	-5	-1
OC(CC#CCN1CCCCCC1)(c1ccccc1)C1CCCC1 (stereo not given)	14	22
O=C(C(=C1N(Cc2ccc(Cl)nc2)CCN1Cc1ccc(Cl)nc1)[N+](=O)[O-])C(Cl)Cl	-25	9
O=C(Nc1ccc(F)cc1)N1CC2CC(C1)c1cccc(=O)n1C2 (stereo not given)	-11	4
O=C(COC(=O)Cc1ccccc1)Nc1cc(S(=O)(=O)N2CCCCC2)ccc1Cl	-15	10
CN1CCN(c2ccc(C(N)=O)cc2[N+](=O)[O-])CC1	-4	33
Cc1nc2ccccc2c(=O)n1-n1cnnc1	14	11
CCN(CC)CCN=Cc1c(O)n(Cc2ccco2)c(=O)[nH]c1=O	-17	10
O=C(N[C@H]1CP(=O)(Oc2ccccc2)O[C@H](COCc2ccccc2)[C@H]1O)C(Cl)(Cl)Cl (stereo not given in full)	-8	49
CC(C(=O)c1c[nH]c2ccccc12)N1CCN(C(=O)c2ccco2)CC1 (stereo not given)	5	9
COC(=O)C1=CO[C@@H](C)[C@@H]2CN3CC[C@@]4(C(=O)Nc5ccccc54)[C@@H]3C[C@H]12	-14	5
O=c1[nH]c(=S)n(Cc2ccc(F)cc2)c(O)c1/C=N/N1CCCCCC1	-14	6
CCN(c1ccc(C(O)(C(=O)OC)C(F)(F)F)cc1)S(=O)(=O)c1ccc(C)cc1 (stereo not given)	16	8
c1ccc2c(c1)CSc1ccccc1C2C1=NCCN1 (stereo not given)	2	9
Nc1ccc(C2(c3ccc(N)cc3)CCCCC2)cc1	-2	18
NP(=O)(OCCCc1ccccc1)Oc1ccccc1Cl (stereo not given)	-4	30
C=CCOC(=O)C1=C(C)OC(N)=C(C#N)[C@@]12C(=O)N(CC(N)=O)c1ccccc12	-4	22
CCCC(C)C1(CC)C(=O)NC(=Nc2ccc(OC)cc2)NC1=O (stereo not given)	-17	7
COc1cc(CN2CC3CC(C2)c2cccc(=O)n2C3)cc(OC)c1OC (stereo not given)	-12	4
CC(C)CC(=O)Nc1ccc(S(=O)(=O)N2CC3CC(C2)c2cccc(=O)n2C3)cc1 (stereo not given)	-14	6
CCOC(=O)C(O)(c1ccc(NC(=S)NC(=O)c2ccc(Cl)cc2Cl)cc1)C(F)(F)F (stereo not given)	71*	19
CCCCn1c(=O)c(C(=O)Nc2cnccn2)c(O)c2ccccc21	-6	27
Oc1ccc2c3c1OC1[C@H](O)CC[C@@]4(O)[C@@H](C2)N(CC2CC2)CC[C@]314 (stereo not given in full)	9&-6	2&2

High-throughput results (PubChem BioAssay)
